WRN inhibitor – blocks human WRN helicase | Q14191 | 360,000 tested, 0.46% active | Potency, µM (series often up to 114 µM), without a hit: top-dose activity change, negative = inhibition, most hits filed as inhibitors | WRN helicase unwinding, fluorescent forked duplex, kinetic | AID 651768; further: potency means the concentration at half of the fitted maximal effect; on the % scale 0 is the no-effect control and ±100 the full control effect; nearly all actives have a fitted effect of over 55% in size
Target sequence (Q14191 whole entry, looked up): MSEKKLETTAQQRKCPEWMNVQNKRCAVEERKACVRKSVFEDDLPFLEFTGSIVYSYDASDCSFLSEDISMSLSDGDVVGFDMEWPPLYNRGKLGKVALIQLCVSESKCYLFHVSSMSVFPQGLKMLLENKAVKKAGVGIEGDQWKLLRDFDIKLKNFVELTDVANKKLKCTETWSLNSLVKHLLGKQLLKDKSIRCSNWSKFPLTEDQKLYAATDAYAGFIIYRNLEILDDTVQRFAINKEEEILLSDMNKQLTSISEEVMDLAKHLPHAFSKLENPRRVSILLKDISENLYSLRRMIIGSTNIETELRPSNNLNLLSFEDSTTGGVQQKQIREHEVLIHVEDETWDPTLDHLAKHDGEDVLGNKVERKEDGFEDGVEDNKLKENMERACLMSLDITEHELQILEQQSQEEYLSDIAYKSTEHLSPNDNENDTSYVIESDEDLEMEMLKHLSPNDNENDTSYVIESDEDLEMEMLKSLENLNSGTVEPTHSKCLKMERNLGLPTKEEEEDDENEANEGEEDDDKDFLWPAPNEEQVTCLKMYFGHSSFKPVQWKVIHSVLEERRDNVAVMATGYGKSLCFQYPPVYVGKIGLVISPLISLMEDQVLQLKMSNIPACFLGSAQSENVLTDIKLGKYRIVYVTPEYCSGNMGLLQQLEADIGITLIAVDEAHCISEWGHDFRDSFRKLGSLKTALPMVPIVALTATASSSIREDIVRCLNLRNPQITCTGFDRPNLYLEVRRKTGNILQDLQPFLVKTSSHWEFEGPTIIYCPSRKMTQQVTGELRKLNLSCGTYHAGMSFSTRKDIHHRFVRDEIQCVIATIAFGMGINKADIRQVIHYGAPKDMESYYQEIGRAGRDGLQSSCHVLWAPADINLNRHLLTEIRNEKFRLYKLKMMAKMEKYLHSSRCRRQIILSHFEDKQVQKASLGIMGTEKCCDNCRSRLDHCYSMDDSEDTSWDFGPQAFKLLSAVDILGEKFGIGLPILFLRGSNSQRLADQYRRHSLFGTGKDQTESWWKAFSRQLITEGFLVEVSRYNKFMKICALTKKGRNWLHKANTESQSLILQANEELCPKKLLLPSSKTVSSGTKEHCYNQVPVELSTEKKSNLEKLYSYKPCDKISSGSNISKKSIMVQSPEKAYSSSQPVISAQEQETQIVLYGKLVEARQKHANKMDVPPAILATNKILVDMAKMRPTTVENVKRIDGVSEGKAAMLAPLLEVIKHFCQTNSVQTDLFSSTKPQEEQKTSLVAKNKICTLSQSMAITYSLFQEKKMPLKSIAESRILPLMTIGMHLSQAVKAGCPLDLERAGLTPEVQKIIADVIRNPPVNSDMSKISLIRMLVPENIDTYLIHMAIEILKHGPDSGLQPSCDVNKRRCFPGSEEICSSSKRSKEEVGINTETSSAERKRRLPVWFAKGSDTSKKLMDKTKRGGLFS
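Enzyme (20 nM final) and test compound sit together 15 min at room temperature before substrate addition. Substrate is a single-forked duplex oligonucleotide (100 nM) labelled with fluorophore and quencher, with 2 mM ATP; helicase unwinding raises red fluorescence, read kinetically.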
EPAC1 antagonist – antagonists of human EPAC1 | 360,000 tested, 0.14% active | EPAC1 GEF assay, Rap1b-BODIPY-GDP exchange fluorescence | Potency, µM (titrated, usually from 115 µM), inactives show at the top dose activity change, negative = inhibition, most hits filed as inhibitors;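 further: potency means the concentration at half of the fitted maximal effect; plate controls were vehicle for no effect and positive control for full effect; nearly all actives have a fitted effect of over 50% in size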
PLK1 PBD inh – PLK1 (human) polo-box domain binding inhibition. P53350. Plk1 PBD binding of FITC phosphopeptide, fluorescence polarization. Potency, µM, for inactives: max response, negative = inhibition, actives largely listed as inhibitors. 360,000 tested, 2.8% active; further: potency means the concentration at half of the fitted maximal effect; series mostly up to about 57 µM; on the % scale 0 is the no-effect control and ±100 the full control effect; nearly all actives have a fitted effect of over 65% in size
EPAC1 ag – agonists of human EPAC1; O95398; EPAC1 agonist qHTS, biochemical assay; response scale: 100% = response to 6.5 mM cAMP; Potency, µM (highest dose often 154 µM), without a hit: at the top dose activation, actives largely listed as activators; 360,000 tested, 0.073% active; AID 720707; further: potency means the concentration at half of the fitted maximal effect; nearly all actives have a fitted effect of over 60% in size
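Nucleotide exchange by EPAC1 (100 nM) on Rap1B–BODIPY-GDP (250 nM) in the presence of 50 uM GDP is tracked fluorescently at 480/540 nm over 30 min. Signals are normalized to a 6.5 mM cAMP control.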
PI5P4K alpha inh – PI5P4K alpha (human) kinase inhibition; AID 652105; max response, %; PI5P4Kalpha enzyme, ADP-Glo luminescence, 60 min; hits give low values; 330,000 tested, 1.2% active; active means max response of -50% or lower; inconclusive means between -30% and -50%; inactive means -30% or higher; further: value at the top dose of about 77 µM; on the % scale 0 is the no-effect control and ±100 the full control effect
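qHTS, 1536-well: enzyme/substrate mix, compound by pin tool, 5 microM ATP final; RT 60 min; ADP-Glo reagents 1 (45 min) then 2 (30 min); luminescence.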
FUS suppressor – FUS proteinopathy suppression in yeast. S. cerevisiae FUS-expressing, growth rescue, OD600, 24 h. Potency, µM (series often up to 76.6 µM), without a hit: top-dose growth rescue (activation), usual class: activators. 390,000 tested, 0.24% active;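 further: potency means the concentration at half of the fitted maximal effect; plate controls were DMSO vehicle for no effect and reference control for full effect; nearly all actives have a fitted effect of over 55% in size; some results filed as inactive show a strong effect at the top dose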
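Steps: raffinose overnight preculture; dilution to OD 0.005 in 2% galactose minimal medium; compound addition (concentration series); 24hr at 30C, 99% humidity; absorbance read at 600 nm.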
IL2 activator – IL-2 activation | IL-2 activation reporter assay, cell-based qHTS; stimulated with anti-CD3/CD4/CD28 beads; in transgenic mouse T cells | activation, % (series mostly up to about 46 µM) | 360,000 tested, 0.065% active | AID 652025; in the data active means activation above about 50%; inconclusive means mostly about 30% to 49%; further: 0% is about no effect
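Readout: EGFP and DsRed signals by fluorescent plate cytometry. Unstimulated transgenic mouse T cells received compound 60 min before antibody-bead stimulation, then incubated 18 h at 37 degrees C.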
Abeta rescue – A-beta toxicity reversal in yeast. yeast expressing A-beta42, growth rescue, OD600, 48 h; response scale: 0% DMSO, 100% iron-clioquinol control. Potency, µM (top dose mostly 46.1 µM), for inactives: at the top dose growth rescue, hits mostly activators. 410,000 tested, 0.063% active; further: potency means the concentration at half of the fitted maximal effect; nearly all actives have a fitted effect of over 55% in size
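Yeast growth medium received pinned compounds, then yeast cells expressing toxic A-beta were added; plates incubated at 30 C for 48 hr. Growth read as absorbance at 600 nm, normalized to DMSO and equimolar FeCl3 plus clioquinol controls.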
Numbers without * were called inactive; ? = inconclusive; / = not tested or not shown; & = joins results of further samples; [ ] = another dose, or the depositor's remark. Unless noted, the call rests on the fitted dose curve; in most records, active means well fitted curve in the direction sought with a large enough effect; inconclusive means small, poorly fitted or top-dose-only effect, or another doubt; inactive means no such curve, though single readings can be large; an effect the other way counts as inactive or inconclusive.

SMILES	WRN inhibitor	EPAC1 antagonist	PLK1 PBD inh	EPAC1 ag	PI5P4K alpha inh	FUS suppressor	IL2 activator	Abeta rescue
Cc1ccc(OCC(=O)N/N=C\c2cccs2)c([N+](=O)[O-])c1	-24%[57.1 µM]	-5%	-4%	1%	0	16%	-1.6	-1%
CCOc1ccc(S(=O)(=O)N2CCCCC2)cc1NC(=O)c1cccnc1OCC	-6%	-8%	0%	-14%	-2	-30%	-0.4	-11%
O=C(Cc1ccccc1)N1CCNCC1	6%	1%	4%	0%	-1	-5%	0.6	-3%
NC(=O)Cc1ccc(Nc2nnc(-c3ccc(O)cc3)c3ccccc23)cc1	15%	1%	4%	-4%	-14	-5%	0.0	-3%
NC(N)=Nc1nc2ccc(Cl)cc2c(=O)[nH]1	4%	-11%	-20%	7%	-1	-13%	0.4	2%
CCc1ccc(N(C(=O)CCC(=O)Nc2cc(C)on2)C(C(=O)NC(C)(C)C)c2ccc(OC)cc2)cc1 (stereo not given)	12%	9%	-6%	-22%	1	?	1.3	-8%
CCOC(=O)c1c(CSc2ccccc2)n(C)c2cc(Br)c(OC)c(O)c12	-5%	4%	-4%	11%	7	-11%	-0.9	-2%
CCCCNC(=S)Nc1ccc2nc(N3CCN(CC)CC3)cc(C)c2c1	8%	3%	-24%	-1%	0	22%	-0.4	-9%
COc1ccc(CNC(=O)C(C#N)c2nc3ccccc3nc2N2CCN(C)CC2)cc1 (stereo not given)	4%	1%	-6%	11%	8	5%	0.5	1%
CCC(=O)Nc1ccc(C2C(=O)c3ccccc3C2=O)cc1	-9%	-20%	24µM*	8%	-6	22%	-0.1	-54%[inhibitor]
COc1ccccc1N1CCN(C(=O)c2ccc(-c3ccccc3)cc2)CC1	-11%	-25%	8%	3%	5	40%	-0.3	-5%
O=C(Nc1c(C(=O)N2CCOCC2)cnn1-c1ccccc1)c1ccc([N+](=O)[O-])cc1	5%	-4%	5%	-8%	-5	0%	-0.6	-4%
O=C(Cc1ccc(-n2cccc2)cc1)N1CCN(c2ccccc2F)CC1	-16%	-4%	1%	13%	-14	/	-2.6	5%
COC(=O)c1ccccc1COc1cccn2c(N(C)C(=O)CCC3CCCC3)c(C)nc12	-9%	-11%	-13%	-1%	0	9%	-0.2	5%
COCCN1CC(=O)N(c2cccc(C)c2C)C(c2ccc(Cl)cc2)C1=O (stereo not given)	13%	3%	3%	-5%	-3	17%	-2.8	-9%
COC(=O)[C@@]1(Cc2ccc(F)cc2)[C@H]2c3cc(C(=O)N4CCCC4)n(Cc4ccc(S(C)(=O)=O)cc4)c3C[C@H]2CN1C(=O)c1ccccc1	-2%	-1%	9%	-3%	2	?	0.0	-1%
N#Cc1cccn1-c1nccc(-c2cccs2)n1	1%	-18%	-7%	3%	2	1%	0.3	-3%
COc1ccc2cc(N=Cc3nc(-c4ccc(C)cc4)oc3O)cnc2c1	-6%	-19%	-9%	13%	7	17%	-0.2	-15%
CCCCN(C(=O)c1cccc(-n2cccc2)c1)c1c(N)n(CCC)c(=O)[nH]c1=O	56µM*	-23%	?	-5%	-61*	22%	0.4	1%
Cc1ccc(-n2c3nc(=O)[nH]c(=O)c-3cc3cc([N+](=O)[O-])ccc32)cc1	?	-1%	17µM*	-7%	-12	5%	-0.4	-7%
COc1cc2c(cc1OC)C(C)N(C(=O)Nc1ccc(F)cc1)CC2 (stereo not given)	1%	-6%	-6%	1%	6	-15%	-0.3	-2%
CCCC(=O)Nc1ccc(-c2csc(NNC(C)=O)n2)cc1	-8%	-10%	?	1%	3	?	-0.2	11%
O=C(Nc1ccccc1C(=O)NCc1ccccc1)c1ccco1	7%[57.1 µM]	-29%	-2%	-9%	4	10%	-0.6	-14%
O=C(Nc1ccc(OC(F)(F)F)cc1)c1n[nH]c(Cn2cncn2)n1	-5%	-12%	1%	1%	-2	-15%	1.2	7%
COc1cc(C(=O)NCc2nnc(SCC(=O)N3CCCc4ccccc43)o2)cc(OC)c1OC	-13%[57.1 µM]	0%	-3%	3%	3	0%	-3.5	-7%
O=C(CN1CCN(Cc2ccccc2)CC1)Nc1ccc(S(=O)(=O)N2CCOCC2)cc1	-19%	-5%	2%	-2%	13	/	0.6	2%
CC(C)(C)NCCOc1ccc(Br)cc1	1%	-4%	-1%	0%	7	6%	0.4	20%
Cc1c(O)ccc(NS(=O)(=O)c2ccccc2)c1C	5%[57.1 µM]	15%	-16%	10%	-5	-11%	-0.1	7%
COc1cccc(CNC(=O)CN2C(=O)COc3ccc(S(=O)(=O)N4CCCCCC4)cc32)c1	-4%	-19%	-10%	6%	6	26%&4%	-0.2	-1%&-2%
Cc1oc(-c2ccc(Cl)cc2)nc1CS(=O)CC(=O)NC(C)c1ccccc1 (stereo not given)	5%	-22%	?	-7%	-8	26%	0.0	7%

Part of the list above, set out differently.
Molecule | WRN inhibitor | EPAC1 antagonist | PLK1 PBD inh | EPAC1 ag | PI5P4K alpha inh | FUS suppressor | IL2 activator | Abeta rescue
O=C(CN1CCN(Cc2ccccc2)CC1)Nc1ccc(S(=O)(=O)N2CCOCC2)cc1 | -19% | -5% | 2% | -2% | 13 | / | 0.6 | 2%
CC(C)(C)NCCOc1ccc(Br)cc1 | 1% | -4% | -1% | 0% | 7 | 6% | 0.4 | 20%

The list goes on:
SMILES	WRN inhibitor	EPAC1 antagonist	PLK1 PBD inh	EPAC1 ag	PI5P4K alpha inh	FUS suppressor	IL2 activator	Abeta rescue
CCSC1=NSC2=NC(=O)/C(=C\c3coc4ccccc4c3=O)C(=N)N12	?	86%[activator]	17µM*	45µM*	-59*	/	0.1	-76%[inhibitor]
Cc1c(C(=O)NCc2ccc3c(c2)OCO3)oc2ccc(S(=O)(=O)N3CCC(C)CC3)cc12	-12%	-7%	-6%	2%	3	34%	-2.1	23%
COc1cccc(/C=N/n2c(COc3ccccc3)n[nH]c2=S)c1O	-6%	-10%	?	3%	-4	5%	-4.7	7%
CCOC(=O)C1CCN(C(=O)c2ccc3c(=O)n4nc(Nc5ccccc5)sc4nc3c2)CC1	17%	-5%	-1%	-8%	-8	?	-3.2	-9%&-5%
O=C(CN1CCCCCC1)Nc1c(Cl)cc(Cl)cc1Cl	8%	-3%	-13%	1%	5	-18%	-0.4	-1%
CCCN1CCn2c3c(c4cc(Br)ccc42)CCCC31 (stereo not given)	-2%	-4%	-2%	7%	23	-23%	-1.2	2%
COC(=O)c1c(NC(=O)CSc2nnc(-c3ccco3)n2C)sc(C)c1C	6%	-6%	30µM*	5%	-6	9%	-0.1	7%
COc1ccccc1N(C)S(=O)(=O)c1ccc(C(=O)N(CC(N)=O)C(C)C)cc1	-13%	-11%	-6%	18%	6	-2%	0.1	10%
COC(=O)c1cn(NC(=O)C2CCC(C(C)(C)C)CC2)c(=O)c2ccccc12 (stereo not given)	1%	1%	-13%	9%	-2	-9%	-0.7	-1%
Cc1ccn(C(=O)c2cc3c(C)nn(-c4ccccc4)c3s2)n1	-18%[57.1 µM]	3%	-7%	-10%	3	-39%	0.7	27%
Cc1[nH]nc(SCC(=O)NCc2ccc(F)cc2)c1[N+](=O)[O-]	6%	-14%	5%	-7%	7	1%	1.0	-9%
COc1cccc(/C=N/NC(=O)CSc2nnc(C)n2-c2ccccc2)c1OC	-1%	4%	-10%	4%	-6	4%	0.5	-9%
Cc1nn(Cc2ccc(Cl)cc2)c(C)c1NC(=O)CSc1n[nH]c(C)c1[N+](=O)[O-]	8%	5%	3%	-8%	-1	/	2.0	0%
CCOc1cc(OCC)cc(C(=O)Nc2cccnc2)c1	6%	8%	-3%	-2%	/	10%	0.5	?
O=c1ccc2c([nH]1)CCCCCCCCCC2	1%	-19%	-7%	4%	9	5%	0.9	9%
CCOC(=O)c1cccc(NC(=O)CSc2nc(N)cc(N)n2)c1	15%	3%	-9%	-3%	-2	17%	-3.2	4%
CCCc1nc(SCC(=O)N2c3ccccc3CC2C)c2c(C)c(C)sc2n1 (stereo not given)	-12%[57.1 µM]	8%	0%	2%	/	-1%	-2.4	4%
COc1ccc(NC(=O)CSc2nnc(NC(=O)c3ccc(S(=O)(=O)N4CCOCC4)cc3)s2)cc1	-8%	4%	-7%	2%	-5	/	-1.5	8%
CC(=O)/C(=C(/O)c1ccccc1)c1nc2ccccc2[nH]1	-9%	0%	5%	2%	-3	7%	-0.2	-15%
CCN1C(=O)[C@H]2[C@@H](c3ccc(-c4ccc(Cl)c(Cl)c4)cc3)N[C@@](C)(C(=O)OC)[C@H]2C1=O	0%	-10%	-22%	-19%	0	32µM*	-0.5	7%
Cc1ccc(CNC(=O)C23CN(Cc4ccccc4)CC2C(c2ccc([N+](=O)[O-])cc2)=NO3)cc1 (stereo not given)	4%	2%	-7%	7%	-2	28%	0.0	7%
FC(F)(F)c1cccc(NC(=S)N2CCCCCC2)c1	4%	-21%	-5%	-3%	-4	11%	-1.0	0%
CC(=O)N1N=C(c2cccc(NS(C)(=O)=O)c2)CC1c1cccs1 (stereo not given)	-3%	9%	?	15%	0	0%	0.2	-13%
CCOc1ccc(N(CCC#N)S(=O)(=O)c2ccc(OC)cc2)cc1	-1%	-1%	-4%	12%	/	19%	-1.5	3%
CS(=O)(=O)NCCCCCCNS(C)(=O)=O	6%[57.1 µM]	-7%	-25%	-2%	5	25%	1.7	-5%
O=[N+]([O-])c1ccc2c(c1)/C(=N\O)c1ccccc1-2	-20%	4%	2%	-2%	-6	-16%	2.7	-21%
C[C@@H]1CN(S(=O)(=O)C(C)(C)C)[C@@H](CCO)/C1=C\c1ccccc1	1%	11%	-12%	-9%	-7	-11%	-0.1	2%
CCOc1ccc(C(=O)OCCCN(C)C)cc1	0%	-5%	0%	-1%	1	/	0.4	25%
COc1c(NC(C)=O)c2ccccc2c2ccccc12	-16%	-5%	-19%	8%	0	14%	-1.2	11%
Cc1ccc(-n2c(SCC(=O)Nc3ncc(Cl)cc3Cl)nc3ccccc32)cc1	-13%	-3%	-2%&-5%	15%	0	16%	-1.6	-13%
Cc1cccc(-c2nnc3n2N=C(c2ccc(Br)cc2)CS3)c1	1%	2%	0%	1%	-1	-21%	-1.0	11%
O=[N+]([O-])c1ccc(S(=O)(=O)NNC(=S)NCCc2ccccc2)cc1	-7%	1%	-4%	-3%	2	12%	1.4	18%

Screening data deposited in PubChem by National Center for Advancing Translational Sciences (NCATS).
